Screens from PubChem BioAssay.
D2 PAM: positive allosteric modulators of human D2 dopamine receptor; P14416; 340,000 tested, 0.34% active; potentiation, % at 10 µM; HEK293 T-REx D2, calcium flux, EC20 dopamine potentiation; AID 485347;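 active means potentiation over 3 SD above the plate norm, cut at about 30% in these data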; further: 0% is about no effect
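Potentiation of an EC20 dopamine calcium response measured kinetically over 180 s, after a preceding 180 s compound-only read flagging agonists. Cells: inducible Hek293 Trex D2 line, 4000/well, cultured overnight at 30 C before dye loading.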
Vif-APOBEC3G blk: inhibitors of Vif-APOBEC3G interaction; HeLa A3G-eYFP + Vif (tagged APOBEC3G with the HIV-1 protein that degrades it), YFP fluorescence, overnight; Q9HC16; AID 602310; Potency, µM (highest dose often 46.1 µM), inactives show top-dose activity, negative = active, actives largely listed as inhibitors; 410,000 tested, 0.076% active;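 further: potency means the concentration at half of the fitted maximal effect; on the % scale 0 is the no-effect control and ±100 the full control effect; nearly all actives have a fitted effect of over 60% in size; hits raise eYFP signal because A3G escapes Vif-driven loss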
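HeLa cells stably expressing Vif and C-terminally eYFP-tagged A3G, seeded overnight at 37 deg C, then exposed to compound by pintool overnight at 37 deg C. Rise in yellow fluorescence (Ex 488/Em 500-530, Acumen) marks blocked Vif-driven A3G degradation.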
D1 potentiator: human D1 dopamine receptor positive modulation | HEK293 TREx D1 cells, calcium flux, dopamine EC20 potentiation | AID 504651 | potentiation, % at 10 µM | 360,000 tested, 0.036% active; in the data active means potentiation above about 30%; further: 0% is about no effect
D1 agonist: agonists of human D1 dopamine receptor. HEK293 T-REx D1 cells, calcium flux, agonist mode. activation, % at 2 µM. 360,000 tested, 1% active; in the data active means activation above about 30%; further: 0% is about no effect
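Tetracycline-induced HEK293 TREx D1 cells, force-coupled to calcium signalling, were dye-loaded with a no-wash calcium kit. Compound was pin-added after a 10 s baseline. Fluorescence was read kinetically at 1 cycle/s for 180 s, with calcium rises flagged as agonism.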
RXFP1 antag: blocks the human relaxin receptor RXFP1; HEK293-RXFP1, relaxin-stimulated cAMP HTRF, 30 min; hits give low values; activity change, negative = inhibition, % at 57.5 µM; 350,000 tested, 0.59% active;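 active means activity change of -60% or lower, but not beyond a set lower limit; inconclusive means change between -60% and -40%, or beyond the set limit; inactive means change above -40%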; further: on the % scale 0 is the no-effect control and ±100 the full control effect
Target sequence (Q9HBX9 whole entry, looked up): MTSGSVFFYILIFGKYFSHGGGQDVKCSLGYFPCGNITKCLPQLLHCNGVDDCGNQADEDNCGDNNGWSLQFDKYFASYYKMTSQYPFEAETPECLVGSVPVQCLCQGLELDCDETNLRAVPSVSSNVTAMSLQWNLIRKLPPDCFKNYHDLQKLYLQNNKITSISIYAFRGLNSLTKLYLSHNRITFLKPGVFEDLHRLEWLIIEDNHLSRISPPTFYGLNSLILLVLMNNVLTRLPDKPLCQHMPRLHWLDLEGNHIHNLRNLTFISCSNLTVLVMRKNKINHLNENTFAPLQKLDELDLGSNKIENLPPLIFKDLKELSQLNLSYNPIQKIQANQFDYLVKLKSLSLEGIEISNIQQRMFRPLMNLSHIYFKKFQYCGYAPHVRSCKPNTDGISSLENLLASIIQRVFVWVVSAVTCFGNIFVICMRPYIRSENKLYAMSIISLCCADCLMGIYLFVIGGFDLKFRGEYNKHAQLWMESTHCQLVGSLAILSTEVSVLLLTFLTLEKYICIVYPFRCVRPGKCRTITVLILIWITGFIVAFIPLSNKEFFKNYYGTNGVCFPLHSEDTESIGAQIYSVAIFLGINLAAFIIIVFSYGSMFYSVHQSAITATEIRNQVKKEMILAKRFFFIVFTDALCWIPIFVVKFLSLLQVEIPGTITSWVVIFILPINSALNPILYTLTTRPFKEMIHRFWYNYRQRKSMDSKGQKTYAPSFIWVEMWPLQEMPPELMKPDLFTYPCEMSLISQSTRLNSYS
GRP78 ERSR act: ER stress response induction in glioma; U87-MG GRP78 promoter luciferase reporter, 16 h; Potency, µM, without a hit: at the top dose activation, usual class: activators; 420,000 tested, 0.02% active; further: potency means the concentration at half of the fitted maximal effect; series mostly up to about 76 µM; % of control where 0% means no effect; nearly all actives have a fitted effect of over 35% in size
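Stably transfected U87-MG human glioma cells carrying a GRP78-based luminescent sensor were seeded at 1000 cells/well, pin-dosed with compounds and incubated 16 h. Luciferase reagent was then added, and end-point luminescence was read after 10 min at room temperature.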
D1 antag: human D1 dopamine receptor antagonism | 360,000 tested, 3.2% active | activity change, negative = inhibition, % at 10 µM | HEK293 TREx D1 cells, calcium flux, dopamine EC80; hits give low values | P21728; in the data active means activity change below about -30%; further: on the % scale 0 is the no-effect control and ±100 the full control effect
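Tetracycline-induced HEK293 T-REx cells with force-coupled D1 receptor were loaded with a no-wash calcium dye. Compound was added after a 10 s baseline and read kinetically for 180 s; EC80 dopamine was then added and calcium flux followed another 180 s.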
RXFP1 agonist: RXFP1 (human) receptor agonism; Potency, µM (series often up to 57.5 µM), without a hit: at the top dose activation, usual class: activators; AID 2676; 370,000 tested, 0.3% active; HEK293T-RXFP1 cAMP TR-FRET, 30 min; response scale: percent of porcine relaxin response, buffer zero; Q9HBX9; further: potency means the concentration at half of the fitted maximal effect; on the % scale 0 is the no-effect control and ±100 the full control effect; nearly all actives have a fitted effect of over 60% in size; many of its hits are not listed in these tables
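HEK293 cells stably expressing RXFP1, treated 30 min at 37C with compounds plus PDE4 inhibitor Ro 20174; cAMP measured by HTRF TR-FRET. Normalized to buffer and 29 nM porcine relaxin; EC50 by Hill fit.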
Vif-A3F inh: inhibitors of Vif-A3F interaction | HeLa A3F-eYFP + Vif (tagged APOBEC3F with the HIV-1 protein that degrades it), YFP fluorescence increase | Potency, µM (top dose mostly 46.1 µM), without a hit: top-dose activity, negative = active | 390,000 tested, 0.2% active; further: potency means the concentration at half of the fitted maximal effect; % of control where 0% means no effect; nearly all actives have a fitted effect of over 65% in size
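HeLa cells stably expressing A3F-eYFP plus Vif, plated and incubated overnight at 37 deg C, then exposed to compounds overnight at 37 deg C. Blocked degradation read as raised yellow fluorescence (Ex 488/Em 500-530).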
An asterisk follows results filed as active; ? = inconclusive; . = no result given; & = joins results of further samples; ! = not confirmed by another sample. Unless noted, the call rests on the fitted dose curve; in most records, active means well fitted curve in the direction sought with a large enough effect; inconclusive means small, poorly fitted or top-dose-only effect, or another doubt; inactive means no such curve, though single readings can be large; an effect the other way counts as inactive or inconclusive.

Under each structure – D2 PAM	Vif-APOBEC3G blk	D1 potentiator	D1 agonist	RXFP1 antag	GRP78 ERSR act	D1 antag	RXFP1 agonist	Vif-A3F inh
> COc1ccc(CC(=O)N/N=C(\C)c2cccnc2)cc1OC
    -5	2%	0	5	0	-2%	-18	0.2%	-5%
> Nc1nc(SCC(=O)Nc2ccc3c(c2)CCC3)n[nH]1
    -5	0%	-2	2	-5	0%	13	-0.7%	-5%
> O=C(O)CCC(=O)Nc1nnc(C(F)(F)F)s1
    6	0%	-1	3	-2	-6%	3	7.4%	5%
> CCn1c(=O)c(=O)n(CC)c2cc(N3CCCCC3)c(NC(=O)c3ccc(OC)c(OC)c3)cc21
    25	-3%	-2	0	-8	-1%	-3	0.4%	2%
> CCOC(=O)c1sc2ccccc2c1S(=O)(=O)N1CCN(c2cccc(C)c2)C(C)C1 (configuration not stated)
    -8	2%	-5	0	-27	-2%	7	5.2%	6%
> CCOc1cccc(-c2c(C(=O)N/N=C(\C)c3cccs3)nnn2-c2nonc2N)c1
    9	-1%	12	95*	-11	-2%	40	2.3%	17%
> COc1ccc2c(c1)C(=O)Cc1ccccc1O2
    .	1%	.	.	12	0%	.	.	-8%
> CCOC(=O)c1c(C)nc2sc3c(=O)n(-c4ccc(C)cc4)cnc3c2c1-c1ccc(OC)cc1
    0	1%	-7	1	-2	-3%	-21	-0.3%	-7%
> Cc1ccc(NC2=NCC(=O)N2C2CCCC2)cc1C
    4	-1%	4	2	-69*	0%	-4	-1.6%	?
> CCOc1ccc(N2CC(C(=O)Nc3ccc(S(=O)(=O)N4CCCC4)cc3)CC2=O)cc1 (configuration not stated)
    6	-3%	-13	7	5	0%	-7	4.0%	1%
> Cc1ccc(C)c(NC(=O)CSc2ccc3nc(-c4ccccc4)cn3n2)c1
    -4	-1%	-2	1	2	5%	-1	14%	0%
> O=C1OC(N2C(=O)CC[C@H]2C(=O)NCC2CCCO2)c2ccccc21 (some centres not stated)
    4	-1%	3	3	.	0%	8	0.4%	2%
> CCOC(=O)c1sc(C)c2c1NC(c1ccc(Cl)cc1)NC2=O (configuration not stated)
    -9	-1%	8	3	-5	-6%	6	6.7%	1%
> CNc1oc(-c2ccccc2)nc1S(=O)(=O)c1ccc(C)cc1
    -5	3%	5	0	-1	-1%	-4	-4.0%	1%
> Cc1ccc(-c2noc(C3CCCCC3)n2)cc1
    -1	-1%	-1	1	-3	0%	8	-3.2%	-7%
> COc1ccccc1CC(=O)Nc1cc(S(=O)(=O)N2CCOCC2)ccc1N1CCOCC1
    5	-13%	-4	2	1	-1%	-13	1.6%	-8%
> Cc1cccc(OCC(=O)NCC(=O)N/N=C/c2ccc([N+](=O)[O-])cc2)c1
    4	0%	-3	4	1	-7%	-23	1.2%	1%
> Cc1cccc(C)c1NC(=O)CN1C(=O)S/C(=C\c2cccn2C)C1=O
    1	0%	-4	1	15	-5%	3	1.3%	-16%
> CN(C)C1=NCCN1CC1CCCC1
    8	3%	0	3	.	-1%	9	-0.1%	3%
> NC(=O)c1ccc(NC(=O)CN2CCOCC2)cc1
    -5	1%	-1	6	9	-5%	-1	-1.6%	0%
> CN(C(=O)c1ccc2c(Cl)c3c(nc2c1)CCC3)c1ccccc1
    1	-11%	-3	0	-2	-2%	15	3.2%	1%
> Cc1ccsc1C(=O)NCCc1nnc2ccccn12
    -7	0%	9	0	-5	-2%	-4	1.0%	-13%
> COc1ccc(NC(=O)CN(C)S(=O)(=O)c2ccc3c(c2)CCCN3C(C)=O)cc1
    11&4	-3%&1%	-1&-1	0&9	3&-5	4%&-4%	-42*!	-1.5%&0.7%	4%&0%
> COc1ccc(NC(=O)COC(=O)c2ccncc2)c(OC)c1
    27	0%	-4	1	13	1%	-1	3.0%	15%
> O=C(C1CCC1)N1CCc2cc(S(=O)(=O)NCCN3CCN(c4ccccc4F)CC3)ccc21
    -18	7%	-10	3	8	-6%	-39*	2.5%	2%
> CC(=O)c1ccc(NC(=O)CSC(C)C)cc1
    -1	-4%	-7	1	5	0%	-10	1.7%	0%
> CCOc1ccccc1NC(=O)Cn1nnc(C(=O)NCc2ccc(F)cc2)c1N
    -4	4%	1	1	.	-4%	-3	3.3%	0%
> O=C(NCc1ccc(F)cc1)N1[C@H]2CC[C@@H]1C=C(c1ccc(F)cc1OCc1ccccc1)C2
    .	1%	.	.	8	1%	.	.	-13%
> CC(=O)c1ccc(NC(=O)Nc2ccc3c(c2)nc(C)n3C)cc1
    .	2%	-3	0	-24	6%	9	-0.1%	2%
> CCCN1CCN(CCCNC(=O)c2ccc3nc(Cc4ccccc4)oc3c2)CC1
    -7	-2%	-1	5	-8	-3%	-1	0.4%	-1%
> COc1cc(CC(=O)Nc2ccc(S(=O)(=O)NC3=NCCCCC3)cc2)cc(OC)c1OC
    3	1%	9	1	3	-2%	-14	-0.4%	10%
> Cn1c2ccccc2n2c(=O)c(=O)n(CC(=O)c3ccc(F)cc3)nc12
    3	0%	-6	4	-6	-2%	6	-0.1%	2%
> CCCOC(=O)c1[nH]c2c(c1C)C(=O)CC(c1cc(OC)c(OC)c(OC)c1)C2 (configuration not stated)
    2	2%	4	2	-31	-4%	-20	0.5%	1%
> CCn1c(CNc2ccc(C)cc2C)nnc1SCC(=O)N1CCCc2ccccc21
    .	-7%	-6	0	-6	0%	7	-1.3%	0%
> Cc1ccc(C)c(NC(=O)COC(=O)c2ccc(S(=O)(=O)N3CCCC3)cc2)c1
    .	-1%	.	.	1	-2%	.	.	-1%
> COc1ccc2cc(CN(C(=O)Nc3ccccc3OC)C3CCCC3)c(=O)[nH]c2c1
    17	-17%	-7	1	-6	-5%	-33*	0.4%	-2%
> O=S(=O)(c1ccc(S(=O)(=O)N2CCCC3(CCCCC3)C2)cc1)N1CCCCC1
    2	0%	-4	4	-7	-3%	-15	2.3%	3%
> N#Cc1cn(CCOc2ccccc2F)c2ccccc12
    -11	-15%	-7	6	-23	6%	6	0.9%	-4%
> COc1ccc(CNC(=O)C(C)n2nc(C)c3c(C)n(-c4ccccc4)nc3c2=O)c(OC)c1 (configuration not stated)
    -3	3%&-7%	-1&-2	1&1	24&-19	-1%&-3%	6&5	1.4%&5.6%	4%&3%
> CN(Cc1ccccc1)c1ncnc2sccc12
    11	-6%	.	9	8	1%	-18	0.0%	-2%
> CCC(=O)Oc1ccc(C(=O)Nc2ccc3c(c2)OCO3)cc1
    2	-4%	.	4	-3	-6%	-1	0.8%	10%
> O=C(O)c1cncc(Br)c1
    7	0%	2	2	-8	-4%	-12	1.1%	-5%
> COc1ccc2[nH]c3c(c2c1)CCN1C(=O)N([C@@H](C)C(=O)NCc2ccco2)C(=O)[C@]31C
    6	1%	-6	-1	.	-2%	-1	1.4%	10%
> COC(=O)c1cc(C(=O)Nn2cnnc2)cc([N+](=O)[O-])c1
    .	-1%	0	1	-1	-3%	4	2.9%	11%
> Cc1ccc(N(C(=O)c2csnn2)C(C(=O)NC2CCCCC2)c2ccccn2)cc1C (configuration not stated)
    9	-3%	-6	1	-2	?	-16	0.4%	1%
> CCOC(=O)c1c(C)oc2ncnc(Nc3ccc(OCC)cc3)c12
    5	-3%	-4	2	-5	0%	-3	0.0%	2%
> CC(C#N)(Cc1ccccc1)Nc1ccccc1 (configuration not stated)
    .	0%	.	.	2	-2%	.	.	-6%
> Cc1ccc(Cl)c(OCC(=O)N2CCc3ccccc3C2)c1
    -4	-4%	12	1	-1	8%	-26	0.7%	3%
> O=C(NCCc1nc2ccccc2[nH]1)/C(=C/c1ccco1)NC(=O)c1ccc(Br)o1
    -4	0%	-1	1	7	-2%	-6	-0.3%	1%
> COc1cccc(C(=O)Nc2c(C(=O)NC(C)(C)C)oc3ccccc23)c1
    6	-3%	0	0	-12	-4%	1	0.6%	2%
> Cc1cc(C)c(NC(=O)C2CCN(c3nnc(C)c4c(C)n(-c5ccccc5)nc34)CC2)c(C)c1
    1	4%	1	0	-2	-3%	8	4.2%	-7%
> Cc1ccccc1CSc1nc2nc(C)c(Cc3ccccc3)c(C)n2n1
    -8	6%	4	-2	-16	1%	-6	1.1%	0%
> O=C(NCC(=O)N(c1ccc(Cl)cc1)C(C(=O)NC1CCCC1)c1cccnc1)c1ccco1 (configuration not stated)
    0	1%	.	5	27	-5%	-12	2.9%	1%
> N/C(=N\OC(=O)Oc1ccccc1)c1cccc([N+](=O)[O-])c1
    11	-1%	4	1	1	-4%	10	0.3%	-5%
> COc1ccc(C(CNC(=O)c2ccc(S(=O)(=O)Nc3ccc(F)cc3)cc2)N(C)C)cc1 (configuration not stated)
    1	3%	-6	23	-19	-5%	14	2.3%	10%
> Nc1nc(-c2ccccc2)nn1C(=O)Cc1ccccc1
    -7	-10%	-5	2	-2	-5%	3	-0.4%	6%
> COC(=O)C(NC(=O)c1ccccc1)=C(C)C
    17	1%	-6	0	1	-5%	10	2.0%	-4%
> COC(=O)c1[nH]c2cccc(Cl)c2c1NC(=O)CN(C)C1CCCCC1
    -2	-2%	5	1	-2	-3%	5	0.0%	-7%
> Cc1ccc(NC(=O)Cc2noc3ccccc23)c(C)c1
    12	-1%	-4	2	3	2%	-4	-1.7%	-8%
> CCOC(=O)Cc1csc(NC(=O)COc2ccc(C)c(C)c2)n1
    12	-1%	3	3	7	-3%	10	0.7%	13%
> CCOC(=O)c1ccc(NC(=O)CC2C(=O)N(c3ccccc3)C(=O)N2Cc2cccs2)cc1 (configuration not stated)
    -12	0%	0	2	.	-1%	-10	-0.4%	2%
> COc1ccc(CCn2nnnc2C(c2ccc(Cl)cc2)N2CCN(C)CC2)cc1OC (configuration not stated)
    -9	1%	-3	2	0	-1%	0	-0.4%	3%
> CS(=O)(=O)c1ccc2c(c1)sc1nc(=O)c(/C=C3/C=CC(=O)C(O)=C3)c(N)n12
    6	4%	-5	6	2	?	7	0.8%	-21%

Only part of the results is shown. The share of hits here may be higher or lower than overall.
